# GBA activity up = increases beta-glucosidase activity in Gaucher fibroblasts. P04062. L444P Gaucher fibroblasts, 4-MU-glucoside fluorescence, 3 days. activation, % at 10 µM. 30,000 tested, 0.44% active. AID 784; in the data active = activation above about 65%;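 note: 0% = vehicle wells and 100% = positive control wells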
# Target sequence (P04062 whole entry L483P): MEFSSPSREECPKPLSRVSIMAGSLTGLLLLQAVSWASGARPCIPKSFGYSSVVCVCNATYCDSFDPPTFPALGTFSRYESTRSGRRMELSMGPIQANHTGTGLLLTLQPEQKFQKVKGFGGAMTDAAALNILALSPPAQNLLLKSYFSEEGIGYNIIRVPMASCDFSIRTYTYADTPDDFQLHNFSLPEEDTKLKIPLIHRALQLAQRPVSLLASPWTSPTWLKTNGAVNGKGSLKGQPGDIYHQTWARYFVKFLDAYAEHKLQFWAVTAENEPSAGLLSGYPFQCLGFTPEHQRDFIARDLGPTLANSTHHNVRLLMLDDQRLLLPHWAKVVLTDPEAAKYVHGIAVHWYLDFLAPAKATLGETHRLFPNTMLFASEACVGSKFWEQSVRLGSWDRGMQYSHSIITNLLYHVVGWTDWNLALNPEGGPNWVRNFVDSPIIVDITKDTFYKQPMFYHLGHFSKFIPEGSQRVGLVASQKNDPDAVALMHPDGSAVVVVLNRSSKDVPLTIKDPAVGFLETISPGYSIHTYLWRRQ
# * = called active by the depositor.
no.	SMILES	GBA activity up
1	O=C(Cn1c(C(=O)NCCCN2CCOCC2)cc2sccc21)c1ccccc1	-19
2	CCCn1c(=C(C#N)C#N)s/c(=C2\C=Cc3ccccc3N2CC)c1=O	-7
3	CCOC(=O)CSC1=C(C#N)C(c2ccccc2)C(C(C)=O)=C(C)N1 (stereo not given)	-8
4	O=C(C1CCCN(Cc2cccs2)C1)N1CCCCCC1 (stereo not given)	2
5	Cc1ccc(S(=O)(=O)N[C@H](C(=O)N2CCC(C(=O)N3CCC[C@H]3C(=O)O)CC2)C(C)C)cc1	-1
6	COc1ccccc1NC(=O)C(C)N1CCN(C/C=C/c2ccccc2)CC1 (stereo not given)	-8
7	Cc1nc(NCC2CCCO2)c2oc3ccccc3c2n1 (stereo not given)	-28
8	CCOC(=O)C1C(=O)NC(SC)=C(C#N)C1c1ccccc1F (stereo not given)	-7
9	COc1ccccc1CN1CC(C(=O)NCc2cccnc2)CC1=O (stereo not given)	37
10	CCOc1ccc(OCC)c(NC(=O)C2COc3ccccc3O2)c1 (stereo not given)	-46
11	COc1cccc2cc(C(C)N(CCCN3CCOCC3)C(=O)Nc3ccccc3)oc12 (stereo not given)	23
12	Cc1ccc2c(c1)N(CCC(=O)NCC1CCCO1)C(=O)CO2 (stereo not given)	-8
13	COc1ccc(CCNC(=O)CCS(=O)(=O)c2cccc3nsnc23)cc1OC	1
14	COc1ccc(N2CCN(c3nc4c(c(=O)[nH]c(=O)n4C)n3Cc3cccc(C)c3)CC2)cc1	-1
15	CCOC(=O)c1c(NC(=O)c2noc3c2CCCC3)sc2c1CCCC2	-18
16	CC(=O)C1=C(O)C(=O)N(Cc2ccccc2)C1c1cccs1 (stereo not given)	-25
17	Cc1cccc(C)c1NC(=O)N1CCC(N2CCCCC2)CC1	-20
18	COCCNC(=O)CCn1nc(-c2ccc(Cl)cc2)ccc1=O	12
19	CC(=O)N1CCc2cc(Br)cc(S(=O)(=O)NCCCN3CCCC(C)C3)c21 (stereo not given)	3
20	CC(C)Nc1nc(-c2ccccc2)nc(-n2ccnc2)n1	12
21	CCC(=O)OC1(C#CCOc2ccc(OC)cc2)CCN(C)CC1	-23
22	O=S(=O)(Cc1ccccc1)N1CCc2ccccc21	5
23	O=C(OCCN1CCOCC1)C(c1ccccc1)c1ccccc1	6
24	CCCOc1ccc(C2C(C(=O)c3ccc(C)o3)=C(O)C(=O)N2CCN2CCOCC2)cc1OC (stereo not given)	10
25	COc1ccc(CNc2nc3nc(C)c(Cl)c(C)n3n2)cc1OC	9

# Six entries out of the list, sorted by formula weight, lowest first:
no.	SMILES	GBA activity up
4	O=C(C1CCCN(Cc2cccs2)C1)N1CCCCCC1 (stereo not given)	2
23	O=C(OCCN1CCOCC1)C(c1ccccc1)c1ccccc1	6
8	CCOC(=O)C1C(=O)NC(SC)=C(C#N)C1c1ccccc1F (stereo not given)	-7
18	COCCNC(=O)CCn1nc(-c2ccc(Cl)cc2)ccc1=O	12
25	COc1ccc(CNc2nc3nc(C)c(Cl)c(C)n3n2)cc1OC	9
15	CCOC(=O)c1c(NC(=O)c2noc3c2CCCC3)sc2c1CCCC2	-18

# Some values from the entries so far.
# entry 18 in GBA activity up is listed with 12
# entry 11 in GBA activity up is listed with 23
# entry 4 in GBA activity up is listed with 2
# entry 2 in GBA activity up is listed with -7
# entry 3 in GBA activity up is listed with -8
# entry 17 in GBA activity up is listed with -20

# Remaining list, next part.
no.	SMILES	GBA activity up
26	O=C(CN1CCN(C(=O)c2c(F)cccc2F)CC1)Nc1ccccc1F	36
27	NC(=O)c1ccsc1NC(=O)COC(=O)Cc1ccsc1	-11
28	CCOc1ccc(C2C=C(c3ccc(C)cc3)Nc3nnnn32)cc1 (stereo not given)	-22
29	Cc1ccc(NC(=O)CSCC(=O)Nc2ncc3c(n2)CC(c2ccco2)CC3=O)cc1 (stereo not given)	0
30	CCOC(=O)N1CCN(c2ncnc3c2oc2nc(C(C)C)c4c(c23)CCC4)CC1	-40
31	COC(=O)CN1C(=O)C2(OCCCO2)c2cc(Br)ccc21	139*
32	COC(=O)c1cc(NC(=O)CC2NCCNC2=O)cc(C(=O)OC)c1 (stereo not given)	-5
33	c1n[nH]c(NC2=NCCC2)n1	1
34	Cc1ccc(N2CCN(CCc3nc4cc(NS(C)(=O)=O)ccc4n3C)CC2)cc1	0
35	Cn1c(=O)c2c(nc(N3CCCCC3)n2CCCNC2=NCCCC2)n(C)c1=O	27
36	O=C(NCC1CCCO1)C1CCN(c2ccc(S(=O)(=O)N3CCCC3)cc2)CC1 (stereo not given)	-3
37	COCCCN(C(=O)c1cccnc1SC)c1c(N)n(Cc2ccccc2)c(=O)[nH]c1=O	2
38	CCCCN(CC)CCNC(=O)C1c2cc(OC)c(OC)cc2C(=O)N2CCc3ccccc3C12 (stereo not given)	-29
39	Oc1ccccc1Nc1ncnc2c1oc1ccccc12	-66
40	Cc1nc2ccccc2n1S(=O)(=O)c1ccc(S(=O)(=O)N2CCCCCC2)cc1	-15
41	CCc1ccc2nc3c(c(C(=O)O)c2c1)CCC3	52
42	COc1ccc(C(=O)CSc2cc(C)nc3nc(C)nn23)cc1OC	-8
43	Cc1cc(C(=O)N(C)CC(=O)Nc2ccccc2C(F)(F)F)c(C)o1	-26
44	Cc1nc2ccccc2c(=O)n1C1CCCCCC1	-16
45	CC1CC(C)CN(S(=O)(=O)c2ccc(C(=O)NCCCn3ccnc3)cc2)C1 (stereo not given)	-6
46	C=CCN1C(=O)C(O)(CC(=O)c2ccc(Cl)cc2)c2ccccc21 (stereo not given)	-19
47	CN1CCC(N(C)CC(=O)Nc2cccc(Oc3ccccc3)c2)CC1	0
48	O=C(CSc1nnc(Nc2ccccc2)s1)NCc1ccco1	-8
49	CCCCOc1ccc(S(=O)(=O)Nc2cc(OC)ccc2OC)cc1	-9
50	CN(CC(=O)NCCN1CCN(Cc2ccccc2)CC1)S(=O)(=O)c1cccc2nsnc12	17

51	CN(CCO)C(=O)c1cccc2c1-c1ccccc1C2=O
  GBA activity up: 4
52	CC(C)Oc1cccc(C(=O)Nc2ccccc2N2CCOCC2)c1
  GBA activity up: 65*
53	COC(=O)c1ccccc1NC(=O)C1CCN(C(=O)c2cc(OC)cc(OC)c2)CC1
  GBA activity up: 2
54	CC(C)c1cc(C(=O)Nc2cccnc2)no1
  GBA activity up: -14
55	CCSc1nnc(NC(=O)c2ccc(C)o2)s1
  GBA activity up: -3
56	Cc1ccc2cc(CN(CC3CCCO3)S(=O)(=O)c3cccc4nsnc34)c(=O)[nH]c2c1 (stereo not given)
  GBA activity up: -6
57	COC(=O)c1cc(O)c(OCc2ccccc2)c(O)c1
  GBA activity up: -11
58	COc1cc2c(cc1OC)C(C(=O)N1CCOCC1)C(c1cccs1)N(C)C2=O (stereo not given)
  GBA activity up: -48
59	NC(=O)c1c(NC(=O)CN2C(=O)CCC2=O)sc2c1CCCCC2
  GBA activity up: -3
60	Cc1nn2c(-c3cccc(NC(=O)CN4CCOCC4)c3)nnc2c2ccccc12
  GBA activity up: -15
61	N#CCSc1nnc(C2CCCCC2)n1-c1ccccc1
  GBA activity up: 52
62	CSc1nc2nc(C)cc(-c3ccccc3)n2n1
  GBA activity up: -9
63	Cn1c(C(=O)N2CCc3ccccc3C2)cc2c(=O)n3ccccc3nc21
  GBA activity up: 2
64	COc1ccc(-c2nnn(CC(=O)N(Cc3cccs3)C(C)C(=O)NC3CCCC3)n2)cc1OC (stereo not given)
  GBA activity up: -5
65	Cc1cccc(Cn2c(=O)c3c(nc4n3CCCN4Cc3ccccc3)n(C)c2=O)c1
  GBA activity up: -3

# Random excerpt: 7 records from the list.
51	CN(CCO)C(=O)c1cccc2c1-c1ccccc1C2=O
  GBA activity up: 4
58	COc1cc2c(cc1OC)C(C(=O)N1CCOCC1)C(c1cccs1)N(C)C2=O (stereo not given)
  GBA activity up: -48
64	COc1ccc(-c2nnn(CC(=O)N(Cc3cccs3)C(C)C(=O)NC3CCCC3)n2)cc1OC (stereo not given)
  GBA activity up: -5
55	CCSc1nnc(NC(=O)c2ccc(C)o2)s1
  GBA activity up: -3
63	Cn1c(C(=O)N2CCc3ccccc3C2)cc2c(=O)n3ccccc3nc21
  GBA activity up: 2
57	COC(=O)c1cc(O)c(OCc2ccccc2)c(O)c1
  GBA activity up: -11
62	CSc1nc2nc(C)cc(-c3ccccc3)n2n1
  GBA activity up: -9

# Entries above with a thiophene ring, fused or not (8):
1	O=C(Cn1c(C(=O)NCCCN2CCOCC2)cc2sccc21)c1ccccc1
  GBA activity up: -19
4	O=C(C1CCCN(Cc2cccs2)C1)N1CCCCCC1 (stereo not given)
  GBA activity up: 2
15	CCOC(=O)c1c(NC(=O)c2noc3c2CCCC3)sc2c1CCCC2
  GBA activity up: -18
16	CC(=O)C1=C(O)C(=O)N(Cc2ccccc2)C1c1cccs1 (stereo not given)
  GBA activity up: -25
27	NC(=O)c1ccsc1NC(=O)COC(=O)Cc1ccsc1
  GBA activity up: -11
58	COc1cc2c(cc1OC)C(C(=O)N1CCOCC1)C(c1cccs1)N(C)C2=O (stereo not given)
  GBA activity up: -48
59	NC(=O)c1c(NC(=O)CN2C(=O)CCC2=O)sc2c1CCCCC2
  GBA activity up: -3
64	COc1ccc(-c2nnn(CC(=O)N(Cc3cccs3)C(C)C(=O)NC3CCCC3)n2)cc1OC (stereo not given)
  GBA activity up: -5

# New compounds follow:
66	CC(=O)NCCc1csc(-c2ccccc2)n1
  GBA activity up: 3
67	CCOc1nc(C#N)nc(N2CCCCC2)n1
  GBA activity up: -34
68	CCOC(=O)N1CCN(C(=O)c2csc3c2CCCCC3)CC1
  GBA activity up: -5
69	Cc1ccccc1C(=O)Nc1c(C(=O)N2CCCC2)cnn1-c1ccccc1
  GBA activity up: -29
70	O=C(NCCCNC1CCCCC1)c1ccc(/C=N/O)nc1
  GBA activity up: -21
71	Cn1c(SCC(=O)OC2CCCCC2)nnc1-c1ccc(S(=O)(=O)N2CCCC2)cc1
  GBA activity up: 37
72	Cc1cc(CNC(=O)Nc2ccc3c(c2)OCO3)nn1C
  GBA activity up: -18
73	O=C(Nc1ccccc1)c1cccnc1N1CCOCC1
  GBA activity up: -18
74	CN(C(=O)c1ccncc1)C1CC(C)(C)N(O)C(C)(C)C1
  GBA activity up: -20
75	CC1CCCCC12NC(=O)N(Cn1nnc3ccccc3c1=O)C2=O (stereo not given)
  GBA activity up: 6
76	COc1nc(C#N)c(N2CCOCC2)o1
  GBA activity up: -9
77	CCCCCCOc1ccc(OCC(O)CN2C(=O)NC(C)(C)C2=O)cc1 (stereo not given)
  GBA activity up: -15
78	COc1ccc(C2C3=C(CC(C)(C)CC3=O)Nc3c2c(=O)[nH]c(=O)n3Cc2ccccc2)cc1OC (stereo not given)
  GBA activity up: -32
79	Cc1occc1C(=O)Nc1nn[nH]n1
  GBA activity up: 44
80	Cc1nc(C)n(C(C)CC(=O)O)n1 (stereo not given)
  GBA activity up: -1

81	Cc1[nH]c2ccc(F)cc2c(=O)c1SC(F)(F)C(F)F
  GBA activity up: -16
82	COc1cccc(NC(=O)n2nc(N)cc2-c2ccc(Cl)cc2)c1
  GBA activity up: 2
83	CC1CCC2(CC1)NC(=O)N(Cc1nc(-c3ccccc3)no1)C2=O (stereo not given)
  GBA activity up: -2
84	Cc1coc(C)c1C(=O)CC1(O)C(=O)N(CCc2ccccc2)c2ccccc21 (stereo not given)
  GBA activity up: -14
85	CCN(CC)S(=O)(=O)c1ccc2c(c1)c(=O)c(C(=O)NCCOC)cn2C
  GBA activity up: -1
86	COc1ccc(CNC(=O)CSc2ncnc3nc[nH]c23)cc1
  GBA activity up: 13
87	Cn1c(=O)c2cn(Cc3ccc(Cl)cc3)cc2n(C)c1=O
  GBA activity up: 1
88	c1ccc2c(c1)nnn2Cc1nnc2sc(-c3ccc4c(c3)OCCO4)nn12
  GBA activity up: -25
89	CC(C)(C)Nc1nc(C(N)=O)nc(N2CCOCC2)n1
  GBA activity up: -19
90	COc1cccc(N(C(=O)Cn2nnc3ccccc32)C(C(=O)NCc2ccco2)c2cccnc2)c1 (stereo not given)
  GBA activity up: 1
91	Cn1c(SCc2ccc(F)cc2)nnc1-c1cccs1
  GBA activity up: 59
92	COc1cccc(C2=NOC(C(=O)NCc3ccccc3)C2)c1 (stereo not given)
  GBA activity up: -14
93	c1ccc(CN2C3=NCCCN3c3ccccc32)cc1
  GBA activity up: -30
94	Cc1ccc(C)c(-n2c(SCC(N)=O)nnc2-c2ccccn2)c1
  GBA activity up: -3
95	COc1ccc(Cl)cc1N(CC(=O)Nc1ccc2c(c1)OCCO2)S(C)(=O)=O
  GBA activity up: 0

96	Cn1c(=O)cc(OCCCC(=O)Nc2ccc3c(c2)OCCO3)c2ccccc21
  GBA activity up: -10
97	O=C1c2ccccc2C(=O)N1CCCc1nc2ccccc2c(=O)n1-c1cccnc1
  GBA activity up: -4
98	COC(=O)c1sc(NC(=O)c2ccc(OC)cc2OC)nc1C
  GBA activity up: 3
99	CC(NC(=O)NCC1CCCO1)(C(F)(F)F)C(F)(F)F (stereo not given)
  GBA activity up: -14
100	Cc1nc(-c2ccc(NS(C)(=O)=O)cc2)cs1
  GBA activity up: -11
101	COC(=O)COc1cccc(-n2cnnn2)c1
  GBA activity up: -4
102	Cc1ccc2c(CNCc3ccco3)cc(=O)oc2c1
  GBA activity up: -21
103	COC(=O)Cc1c(C)nc2nc(-c3ccco3)[nH]n2c1=O
  GBA activity up: -17
104	Cc1coc(NC(=O)CSc2nc(-c3ccncc3)cc(C(F)(F)F)c2C#N)n1
  GBA activity up: -39

# Bioassay records deposited in PubChem BioAssay by The Scripps Research Institute Molecular Screening Center.

# These rows are one share of the data; the hit share may differ from the screen's.
